OTUD3 inh = human OTUD3 deubiquitinase inhibition; Q5T2D3; actives 0.7% (n = 47,000); AID 1645858; purified OTUD3, Ub-rhodamine fluorescence, 2 h; inhibition, % at 25 µM
Target sequence (Q5T2D3 whole entry, looked up): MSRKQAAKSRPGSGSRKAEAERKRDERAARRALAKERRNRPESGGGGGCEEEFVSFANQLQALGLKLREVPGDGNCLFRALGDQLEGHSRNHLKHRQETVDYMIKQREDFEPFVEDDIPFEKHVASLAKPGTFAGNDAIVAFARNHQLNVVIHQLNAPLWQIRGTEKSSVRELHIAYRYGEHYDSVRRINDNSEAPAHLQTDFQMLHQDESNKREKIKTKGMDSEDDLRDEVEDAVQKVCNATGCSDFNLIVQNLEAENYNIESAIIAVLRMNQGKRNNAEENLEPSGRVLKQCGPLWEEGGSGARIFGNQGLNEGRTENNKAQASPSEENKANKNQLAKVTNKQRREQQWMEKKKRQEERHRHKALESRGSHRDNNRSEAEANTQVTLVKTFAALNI
USP30 block = human USP30 deubiquitinase inhibition. Q70CQ3. purified USP30, Ub-rhodamine cleavage fluorescence. inhibition, % at 25 µM. actives 5.3% (n = 47,000)
Target sequence (Q70CQ3 whole entry, looked up): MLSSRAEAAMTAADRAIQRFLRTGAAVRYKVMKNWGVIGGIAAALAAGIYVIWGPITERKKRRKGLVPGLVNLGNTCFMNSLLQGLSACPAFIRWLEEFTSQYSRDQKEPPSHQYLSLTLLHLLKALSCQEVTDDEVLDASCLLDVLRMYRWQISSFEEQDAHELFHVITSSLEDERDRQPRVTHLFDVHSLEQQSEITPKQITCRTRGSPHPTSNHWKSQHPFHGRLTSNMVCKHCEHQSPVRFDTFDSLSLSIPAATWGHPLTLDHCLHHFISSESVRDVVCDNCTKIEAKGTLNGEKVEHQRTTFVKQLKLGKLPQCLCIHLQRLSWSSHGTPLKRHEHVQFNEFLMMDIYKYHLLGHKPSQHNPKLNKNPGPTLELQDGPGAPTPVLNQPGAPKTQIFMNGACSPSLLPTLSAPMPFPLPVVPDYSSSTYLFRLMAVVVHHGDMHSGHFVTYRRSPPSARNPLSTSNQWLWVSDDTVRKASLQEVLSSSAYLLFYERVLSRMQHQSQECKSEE
USP8 block = inhibitors of human USP8 deubiquitinase | P40818 | purified USP8, Ub-rhodamine cleavage fluorescence, 30 min | inhibition, % at 20 µM | actives 4.2% (n = 47,000) | AID 1645853
USP28 block = inhibitors of human USP28 deubiquitinase; actives 3% (n = 47,000); purified USP28, Ub-rhodamine cleavage fluorescence, 30 min; inhibition, % at 25 µM
USP10 inh = blocks human USP10 ubiquitin-rhodamine cleavage. purified USP10, Ub-rhodamine fluorescence, 60 min. inhibition, % at 20 µM. actives 1.1% (n = 47,000). AID 1645856
USP17 block = human USP17-like deubiquitinase inhibition | actives 6.5% (n = 47,000) | inhibition, % at 50 µM | A8MUK1 | purified USP17, Ub-rhodamine cleavage fluorescence, 3 h | AID 1645855
UCHL1 block = human UCHL1 deubiquitinase inhibition; P09936; purified UCHL1, Ub-rhodamine cleavage fluorescence; inhibition, % at 20 µM; actives 0.2% (n = 47,000); AID 1645859
USP7 block = blocks human USP7 ubiquitin-rhodamine cleavage | Q93009 | purified USP7, Ub-rhodamine cleavage fluorescence | inhibition, % at 20 µM | actives 0.3% (n = 47,000) | AID 1645854
* hit, by the source's call; i = inactive; x = no result given. Cut-off read from the data, not from the text of the source: active = inhibition above about 30%; inactive = the rest.

SMILES	OTUD3 inh	USP30 block	USP8 block	USP28 block	USP10 inh	USP17 block	UCHL1 block	USP7 block
CC1(C)Cc2ccccc2C(Nc2ccc(S(N)(=O)=O)cc2)=N1	8	16	23	24	4	21	2	2
Cn1c2c(c(=O)n(C)c1=O)C(c1cccc(Cl)c1Cl)CC(=O)N2 (stereo unspecified)	-3	-7	0	-5	2	-4	-1	-3
O=[N+]([O-])c1cc(S(=O)(=O)N2CCCCC2)ccc1NCc1cccc(Cl)c1	-3	-117	-30	-25	-8	-29	-6	-17
Cc1cc(C)n(Cc2c(C(=O)NCc3ccc(F)cc3)noc2C)n1	-8	-13	3	-5	0	-6	-1	-28
CCOc1ccc(NC(=O)Cn2c(=O)n(CCCCC(=O)NCCc3ccccc3)c(=O)c3ccccc32)cc1	19	28	19	8	15	17	3	5
CC1(C(=O)N2CCN(S(=O)(=O)c3ccccc3C#N)CC2)Cc2ccccc2C(=O)O1 (stereo unspecified)	-7	0	-18	-9	-2	-9	-6	-5
CCOc1ccc(S(=O)(=O)N(CC(=O)NC2CCCCCC2)c2ccccc2)cc1	11	26	-137	6	11	2	2	5
O=C(NCC1CCCO1)N1CCCn2nc(-c3cccnc3)cc2C1 (stereo unspecified)	15	1	-3	5	5	7	2	3
Cn1c(=O)c2c(ncn2CC(=O)Nc2ccc(F)c(Cl)c2)n(C)c1=O	-3	-4	0	0	4	-2	1	0
c1cncc(CNc2nc(C3CC3)nc3c2CCC3)c1	1	-5	-7	4	0	-1	1	-3
Cn1nc(C(C)(C)C)cc1C(=O)N1CCC[C@H](C(=O)c2ccc3c(c2)OCO3)C1	3	14	10	9	0	8	4	2
COc1cccc(NC(=O)[C@H](C)NC(=O)c2cc3cc(OC)ccc3n2C)c1	0	-47	1	-13	7	-5	-1	2
O=C(CCCCn1c(=O)[nH]c2ccccc2c1=O)Nc1cccc(Cl)c1	18	20	81*	8	20	80*	0	30*
Nc1cccc(-c2n[nH]c(-c3ccccc3)n2)c1	0	0	25	2	1	-81	0	-1
CCCN1C=NS(=O)(=O)c2cc(C(=O)Nc3ccc(OC)c(Cl)c3)ccc21	13	19	0	8	9	51*	1	0
COCCn1c(=O)[nH]c2cc(C(=O)Nc3ccc(C(C)=O)cc3)ccc2c1=O	3	8	-5	11	0	3	1	4
CC(C)c1nc2oc3c(N(CCO)CCO)ncnc3c2c2c1CCC2	0	4	-10	1	0	-6	0	-4
Cc1ccccc1NC(=O)Nc1cccc(-c2nnc(-c3ccccc3)o2)c1	10	4	51*	4	25	3	1	8
O=C1NC2(CCc3ccccc31)CCN(Cc1ccccc1)C2 (stereo unspecified)	-12	-17	2	-21	0	-10	-3	0
Cc1ccc(CSc2nc(-c3ccco3)nc3c2c(=O)n(C)c(=O)n3C)cc1	-3	-12	0	-8	2	-5	-3	-1
COc1cccc(CN2CC[C@@H]3CN(Cc4cccnc4)S(=O)(=O)[C@@H]3CC2)c1	11	10	13	9	0	9	1	0
Cc1ccc(N(Cc2nc3nc(C)c(Cl)c(C)n3n2)C(=O)c2ccco2)cc1	2	17	2	-31	0	-6	-2	-2
CC(=O)c1cccc(Nc2c(C(=O)N3CCCC3)cnc3nc(C)ccc23)c1	-8	-36	-3	-9	-2	-4	-3	-3
Cc1cc(C)cc(NS(=O)(=O)c2ccc(NC(=O)c3ccccc3C(=O)O)cc2)c1	6	9	1	9	7	18	1	4
CC(=O)c1ccc(NC(=O)N2C[C@@H]3C[C@H]2C[C@@H]3NC(=O)c2ccccc2)cc1	-11	-19	-16	-5	-4	-9	-3	-2

Arranged by the number under USP10 inh (high to low): some entries from above.
SMILES	OTUD3 inh	USP30 block	USP8 block	USP28 block	USP10 inh	USP17 block	UCHL1 block	USP7 block
CCCN1C=NS(=O)(=O)c2cc(C(=O)Nc3ccc(OC)c(Cl)c3)ccc21	13	19	0	8	9	51*	1	0
Cc1cc(C)cc(NS(=O)(=O)c2ccc(NC(=O)c3ccccc3C(=O)O)cc2)c1	6	9	1	9	7	18	1	4
Cc1ccc(CSc2nc(-c3ccco3)nc3c2c(=O)n(C)c(=O)n3C)cc1	-3	-12	0	-8	2	-5	-3	-1
O=C1NC2(CCc3ccccc31)CCN(Cc1ccccc1)C2 (stereo unspecified)	-12	-17	2	-21	0	-10	-3	0
CC(=O)c1ccc(NC(=O)N2C[C@@H]3C[C@H]2C[C@@H]3NC(=O)c2ccccc2)cc1	-11	-19	-16	-5	-4	-9	-3	-2

Other structures
SMILES	OTUD3 inh	USP30 block	USP8 block	USP28 block	USP10 inh	USP17 block	UCHL1 block	USP7 block
CCOC(=O)N1CCC(NCc2c(C(=O)O)n(Cc3ccccc3F)c3ccccc23)CC1	5	22	-4	3	-10	6	-6	-49
COc1ccc(CC(=O)N(Cc2nc3nc(C)cc(C)n3n2)c2cccc(C)c2)cc1	6	3	14	5	-1	8	2	3
COc1ccc(OCc2nn3c(-c4ccccc4Cl)nnc3s2)cc1	14	32*	-28	19	14	22	0	4
COc1ccc(Nc2nc3c(S(=O)(=O)c4ccc(C(C)C)cc4)nnn3c3ccccc23)cc1	6	32*	5	10	4	24	0	6
CCCn1c(=O)c2sccc2n2c(CCC(=O)N3CCc4ccccc4C3)nnc12	7	9	87*	6	2	x	2	3
O=C(CNC1CCCc2ccccc21)Nc1ccc2c(c1)OC(F)(F)O2 (stereo unspecified)	17	18	-7	9	2	9	4	-24
CC(=O)N1CCC2(CCN(C(=O)c3ccc(C)c(C(F)(F)F)c3)CC2)C1	0	4	4	0	3	-8	-1	-6
O=C(c1ccc(F)cc1)N1CCC(c2ccnc(Nc3cnccn3)n2)C1 (stereo unspecified)	-7	-29	-27	-13	-1	-4	-5	-10
COc1ccccc1C1CC(=O)Nc2nc(-c3ccccc3)[nH]c(=O)c21 (stereo unspecified)	13	16	21	13	1	16	2	5
COc1cnc(SCc2ccc(Cl)cc2)[nH]c1=O	-1	1	0	2	3	1	-2	2
Cc1nn(-c2ccc(F)cc2F)c2c1C(C(=O)c1ccc3c(c1)OCO3)CC(=O)N2 (stereo unspecified)	9	27	11	11	0	9	-1	0
CCOC(=O)N1CCN(S(=O)(=O)c2ccc3c(c2)OCC(=O)N3)CC1	1	x	5	x	2	5	2	3
COc1ccc(NC(=O)c2cccnc2N2CCCCC2)cc1	-4	-4	0	3	1	-1	1	-6
CCc1ccccc1Nc1cc(C(=O)NCc2cccnc2)c2ccccc2n1	-20	-47	-16	-23	-1	-13	0	-1
Clc1ccc2nc(NC3=NCN(CCc4ccccc4)CN3)nc(-c3ccccc3)c2c1	4	38*	9	27	-1	-5	-2	4
COc1ccc(OC)c(NC(=O)C2c3ccccc3C(=O)N(C3CCCC3)C2c2cccs2)c1 (stereo unspecified)	0	4	0	-5	6	-1	5	6
CN1C(=O)CO[C@H](c2ccc(NC(=O)c3ccccc3)cc2)[C@H]1CO	0	19	4	0	2	14	1	5
COc1ccccc1NC(=O)Cn1c(-c2ccccc2)nc(C)cc1=O	-2	5	3	0	0	0	2	0
O=C(COc1ccccc1-c1nnc(-c2ccccc2)o1)NCc1ccc2c(c1)OCO2	3	10	21	7	-3	29	0	2
CC1CCN(Cc2ccccc2)Cc2nc3ccccc3n21 (stereo unspecified)	-7	-5	5	-2	-1	-5	-3	2
NC(=O)c1c(NC(=O)CSc2ncn[nH]2)sc2c1CCC2	4	x	-21	x	-2	-7	-5	-60
O=c1c2ccccc2nc(/C=C/c2ccco2)n1Cc1ccccc1	-123	i	0	-181	-10	-100	-46	-26
Cc1nc(=O)c2cc(Cl)ccc2n1C1=CCN(Cc2ccnc(N3CCCC3)n2)CC1	14	13	24	13	-5	15	2	0
CC(C)(C)c1ccc(C(=O)NCc2cccnc2)s1	-9	-8	-19	-8	1	x	1	-1
Cc1ccc(S(=O)(=O)N2CCCSc3ccccc32)cc1	1	-4	-5	-3	0	4	-3	-3

(cont.)
SMILES	OTUD3 inh	USP30 block	USP8 block	USP28 block	USP10 inh	USP17 block	UCHL1 block	USP7 block
Cc1c(C(=O)NC2CCCC2)nnn1-c1ccc(Cl)cc1	-1	0	1	6	0	-2	-3	-14
Cc1ccccc1NC(=O)C1CCCN(S(=O)(=O)Cc2ccc(F)cc2)C1 (stereo unspecified)	6	24	8	0	10	10	0	1
CC(=O)N1Cc2ccccc2CC2(CCCN(Cc3cccnc3)C2)C1 (stereo unspecified)	-44	-212	-21	-54	-7	-52	-18	-17
COc1ccc(C2CC(=O)Nc3n[nH]c(-c4ccccc4)c32)c(OC)c1 (stereo unspecified)	-1	44*	-25	10	5	41*	6	0
COc1ccccc1CC(=O)N[C@@H](C)c1nc2cc(-c3ccccc3F)ncn2n1	13	39*	10	18	2	-39	-2	5
O=C1[C@H]2Cc3c([nH]c4ccccc34)CN2C(=O)CN1CC(O)c1ccccc1 (stereo partly specified)	0	-2	-7	1	1	0	1	-145
COc1ccc(-c2ccc(CC3CN(C(=O)c4cccc(OC)c4)CCNC3=O)cc2)cc1 (stereo unspecified)	7	4	17	5	-1	12	3	2
N=c1c2c(ncn1CCCn1ccnc1)Oc1c(ccc3ccccc13)C2c1ccco1 (stereo unspecified)	-64	-290	-11	-84	-8	-51	-47	-53
Cc1nnc(-c2c(C)[nH]c(C)c2S(=O)(=O)N2CCN(c3ccccc3C)CC2)o1	-100	-237	-134	-118	-5	-160	-4	-1
CCc1cc2c3c([nH]c2cc1S(=O)(=O)NCc1ccccc1Cl)CCCC3=O	8	-17	8	21	0	-7	3	-3
COc1ccccc1OCc1nnc(SCC(=O)c2ccc(F)cc2)n1C	0	0	-7	-4	-1	0	0	-4
Cc1cccc(CC(=O)N2CCc3c(nc(N4CCCC4)[nH]c3=O)C2)c1	0	8	8	-1	0	3	-3	4
Cc1ccc(S(=O)(=O)N2Cc3ccccc3CC2C(=O)Nc2nc3ccc(S(C)(=O)=O)cc3s2)cc1 (stereo unspecified)	-10	-63	-8	-4	-8	5	-3	3
Cn1cc(CN2C[C@H]3C[C@H]4[C@](C2)(CN(Cc2ccc(Cl)cc2)S4(=O)=O)O3)cn1	-1	5	-62	-5	0	-11	-1	-7
O=C(Cc1ccc(F)cc1)N1CCOC(Cn2ccnc2)C1 (stereo unspecified)	-2	x	1	x	-1	1	-1	0
CCCOc1ccc(C2CN3C(=O)CN(Cc4ccco4)C(=O)[C@]3(C)c3[nH]c4ccccc4c32)cc1OC (stereo partly specified)	8	10	-29	3	5	1	12	15
CC1(C)Cc2cccc(OCc3ccc(C(=O)NCc4ccncc4)cc3)c2O1	-1	11	-17	0	-1	-13	0	-12
Cc1cccc(NC(=O)COc2coc(CN3CCc4ccccc4C3)cc2=O)c1	-9	-28	35*	2	-4	6	-1	0
Cc1ccccc1NS(=O)(=O)c1cc2[nH]c3c(c2cc1C)C(=O)CCC3	11	69*	40*	57*	21	58*	4	4
CCc1nnsc1C(=O)N1CCOC(c2cccc(N(C)C)n2)C1 (stereo unspecified)	11	4	12	12	-1	11	-1	1
CCN(CC)C(=O)Cn1cc(S(=O)(=O)Cc2c(F)cccc2Cl)c2ccccc21	5	38*	-2	-1	6	14	-3	-1
O=C(Cc1ccc(Cl)c(Cl)c1)Nc1ccccc1N1CCCCC1	3	0	0	16	10	4	3	-6
CC(=O)N1CCc2cc(S(=O)(=O)NCCC(=O)NCc3ccc(F)cc3)ccc21	-4	-10	-9	-2	-1	-5	-3	0
N#Cc1nc(-c2ccc(Cl)cc2)oc1NCc1ccccc1	-1	16	3	4	2	-6	0	2
CC(=O)N1CCN(c2cc(N3CCOCC3)nc(C)n2)CC1	0	x	3	x	0	2	0	5
Cc1cc(N2CCOCC2)nc(N2CCN(C(=O)C(C)Oc3ccccc3)CC2)n1 (stereo unspecified)	9	-3	-1	-6	6	-4	-3	0
CCN(C1CCS(=O)(=O)C1)S(=O)(=O)c1ccc(C)cc1 (stereo unspecified)	-3	0	5	-5	1	0	-3	0
Cc1cc(C2CN(C(=O)c3cn4c(C)cccc4n3)CCO2)nc(C)n1 (stereo unspecified)	-2	2	-3	-7	-2	0	-1	-1

2 consecutive entries already listed, quoted:
SMILES	OTUD3 inh	USP30 block	USP8 block	USP28 block	USP10 inh	USP17 block	UCHL1 block	USP7 block
Cc1c(C(=O)NC2CCCC2)nnn1-c1ccc(Cl)cc1	-1	0	1	6	0	-2	-3	-14
Cc1ccccc1NC(=O)C1CCCN(S(=O)(=O)Cc2ccc(F)cc2)C1 (stereo unspecified)	6	24	8	0	10	10	0	1

One compound at a time, from the list above. Order of screens: OTUD3 inh	USP30 block	USP8 block	USP28 block	USP10 inh	USP17 block	UCHL1 block	USP7 block
Profile of O=c1c2ccccc2nc(/C=C/c2ccco2)n1Cc1ccccc1 : -123	i	0	-181	-10	-100	-46	-26
Profile of COc1ccc(CC(=O)N(Cc2nc3nc(C)cc(C)n3n2)c2cccc(C)c2)cc1 : 6	3	14	5	-1	8	2	3

Marked active in USP7 block (from the list above):
SMILES	OTUD3 inh	USP30 block	USP8 block	USP28 block	USP10 inh	USP17 block	UCHL1 block	USP7 block
O=C(CCCCn1c(=O)[nH]c2ccccc2c1=O)Nc1cccc(Cl)c1	18	20	81*	8	20	80*	0	30*

Assay outcomes from PubChem.
